Cneo AK release – Cryptococcus neoformans cell lysis inducers, primary screen, AK release luminescence, single concentration. C. neoformans lysis, adenylate kinase release luminescence, 4 h; normalised: neutral wells 0, clomiphene wells 100. lysis activity, % at 15 µM. 0.2% of 360,000 active. AID 651654, 2012;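 active = mean lysis activity across replicates of at least 80%, whatever share of replicates individually reach that level; inactive = mean lysis activity below 80%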
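Material: C. neoformans cells; Schedule: 4 h static compound exposure, 37 °C, read 1 h post-reagent; Measured by: adenylate kinase release luminescence; Read-out: signal increase indicating cell lysis; Controls: Clomiphene as positive lysis control.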
ERAP1 HTS inh – human ERAP1 aminopeptidase inhibitors, primary screen, biochemical, single point, plate reader | inhibition, % at 10.7 µM | recombinant ERAP1, Leu-AMC fluorescence, 60 min | Endoplasmic reticulum aminopeptidase 1 (Homo sapiens), Q9NZ08 | AID 652197, 2013 | 0.15% of 340,000 active;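 active = mean replicate inhibition of at least 30%, or all replicates individually reaching that 30% level; inactive = mean below 30% and not every replicate reaching it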;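 note: 0% = neutral control wells and 100% = L-leucinethiol positive control wells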
RAD54 branch – inhibitors of human RAD54 branch migration, primary screen, biochemical, fluorescence, single point; RAD54 Holliday junction branch migration, FAM/BHQ fluorescence; inhibition, % at 10.4 µM; 0.14% of 360,000 active;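 active = mean normalized replicate activity at least 40 and at least half of replicates scoring 40 or more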;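 note: 0% = median of neutral control wells and 100% = median of positive control wells; inhibitors cause a drop in the FAM fluorescence signal; in these data hits start at about 50%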
PGC1a acetyl inh – inhibitors of PGC1a acetylation signal, primary screen, cell-based, U2OS, AlphaScreen, inhibitor mode | AlphaScreen anti-acetyl-lysine; with virally co-expressed GCN5 acetyltransferase | inhibition, % at 15.6 µM | 0.17% of 350,000 active | AID 651687, 2012;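 active = every replicate shows inhibition of at least 40%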;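 note: 0% = neutral control wells and 100% = positive control wells; some results beyond the cut were filed as inactive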
E-selectin induc – E-selectin induction in HUVECs, primary screen, imaging, HUVEC, immunofluorescence imaging, single point. normalized: neutral wells 0, TNF-alpha wells 100. 0.37% of 260,000 active. activation, % at 7.58 µM. P16581. AID 686992, 2013;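 active = mean E-selectin-positive cell signal at least 10% of the positive control, reached in at least 60% of replicates, without over 20% cell loss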;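 note: in these data hits start at about 27%; measured in HUVEC primary endothelial cells; signal is the percent of cells scored E-selectin positive by PE staining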
Target sequence (P16581 whole entry, looked up): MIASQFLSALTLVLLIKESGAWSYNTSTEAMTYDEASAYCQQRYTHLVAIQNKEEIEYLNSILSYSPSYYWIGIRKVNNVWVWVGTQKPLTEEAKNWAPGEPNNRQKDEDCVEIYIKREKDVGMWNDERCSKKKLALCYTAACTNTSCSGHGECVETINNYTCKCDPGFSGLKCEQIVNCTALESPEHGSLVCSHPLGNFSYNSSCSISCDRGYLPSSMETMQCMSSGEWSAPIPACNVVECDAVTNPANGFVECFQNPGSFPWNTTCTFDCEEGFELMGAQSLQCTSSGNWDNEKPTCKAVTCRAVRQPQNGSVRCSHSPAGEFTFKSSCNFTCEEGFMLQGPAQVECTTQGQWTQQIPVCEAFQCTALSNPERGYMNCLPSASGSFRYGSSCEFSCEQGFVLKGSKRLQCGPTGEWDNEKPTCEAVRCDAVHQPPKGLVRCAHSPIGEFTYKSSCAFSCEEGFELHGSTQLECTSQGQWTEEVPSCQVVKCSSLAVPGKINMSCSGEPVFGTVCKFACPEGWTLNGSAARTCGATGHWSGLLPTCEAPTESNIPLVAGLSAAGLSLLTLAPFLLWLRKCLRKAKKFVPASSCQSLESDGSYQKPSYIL
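Read-out: % PE-positive cells | Test system: HUVEC | Doses: One compound dose added by pin transfer | Buffer or medium: EGM-2 over gelatin coat | Signal: Immunofluorescence imaging | Benchmarks: TNF-alpha, DMSO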
PglD DTNB – C. jejuni PglD acetyltransferase inhibitors, primary screen, biochemical, DTNB colorimetric, single point | UDP-N-acetylbacillosamine N-acetyltransferase PglD (Campylobacter jejuni) | purified PglD enzyme, DTNB colorimetric CoA detection | inhibition, % at 12.5 µM | 0.098% of 360,000 active | AID 602405, 2012; in the data active = inhibition above about 16%, passing the limit was not always enough; note: strong numbers were not always called active
miR-122 sensor – miR-122 Renilla sensor signal increase in Huh7, primary screen, miR-122 inhibitor project, cell-based, single point, plate reader; Huh7 miR-122 Renilla luciferase sensor, 48 h; neutral wells = 0, positive control = 100; activation (reporter increase), % at 12.5 µM; 0.3% of 340,000 active; AID 602342, 2012;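 active = mean replicate activation score at least 90 and every replicate individually at or above 90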;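 note: higher luciferase means less miR-122 activity so hits act as miR-122 inhibitors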
RAD52 inh – RAD52 DNA annealing inhibitors, primary screen, biochemical, FRET, single point, set 2 | AID 651710, 2012 | recombinant RAD52 DNA annealing, FRET fluorescence | inhibition, % at 18.7 µM | DNA repair protein RAD52 homolog (Homo sapiens), P43351 | 0.46% of 360,000 active;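 active = every replicate showing at least 50% inhibition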
Target sequence (P43351 whole entry, looked up): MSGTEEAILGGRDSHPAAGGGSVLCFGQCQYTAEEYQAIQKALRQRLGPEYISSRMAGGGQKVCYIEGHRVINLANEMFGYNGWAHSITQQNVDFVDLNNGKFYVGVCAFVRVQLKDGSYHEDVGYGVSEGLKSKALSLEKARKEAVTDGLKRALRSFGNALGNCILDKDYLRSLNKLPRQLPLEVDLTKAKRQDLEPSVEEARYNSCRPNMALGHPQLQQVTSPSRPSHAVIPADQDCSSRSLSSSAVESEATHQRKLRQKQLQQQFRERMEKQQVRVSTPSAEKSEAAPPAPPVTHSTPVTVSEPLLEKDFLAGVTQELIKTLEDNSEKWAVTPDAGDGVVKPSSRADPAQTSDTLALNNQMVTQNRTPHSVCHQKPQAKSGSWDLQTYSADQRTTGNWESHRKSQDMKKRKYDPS
Starred values were filed as active, the others as inactive; . = not tested or not shown; & = joins results of further samples; [ ] = another dose, or the depositor's remark.

SMILES | Cneo AK release | ERAP1 HTS inh | RAD54 branch | PGC1a acetyl inh | E-selectin induc | PglD DTNB | miR-122 sensor | RAD52 inh
Cc1ccc(CSCCNC(=O)c2ccc(Cl)c(S(=O)(=O)N3CCOCC3)c2)cc1 | -3.8 | . | -2.4 | -17.5 | . | -1.7 | 3.2 | .
COc1ccc(C#Cc2ccc([C@H]3[C@H]4CN(C(=O)Nc5cccc(F)c5)CCCCN4[C@H]3CO)cc2)cc1 | -1.1 | . | 2.7 | -5.2 | -0.6 | 11.5 | -1.0[16.7 µM] | .
C=CCn1c(=S)[nH]c2cc(C(=O)NCCc3ccc(S(N)(=O)=O)cc3)ccc2c1=O | 1.3 | -2.3 | 4.4 | . | -0.9 | -3.9 | . | -11.9
CCOc1cccc(C(=O)Nc2ccc(N3CCN(S(C)(=O)=O)CC3)cc2)c1 | -0.1 | . | 5.5 | -0.3 | . | -1.2 | -6.8 | .
Cn1ncc(=S)[nH]c1=S | 8.1 | -5.5 | -6.1 | -1.8 | -0.1 | 1.4 | -9.8 | -1.2
O=C(Nc1ccc(Oc2ccccc2)nc1)C1CCN(Cc2ccco2)CC1 | 1.6 | -0.8 | -4.7 | 3.7 | -0.1 | -0.5 | 3.4 | -12.4
Cn1c(SCc2ccc(Br)cc2)nc2ccccc2c1=O | 1.0 | -2.0 | -10.2 | -4.5 | . | 1.2 | -2.2 | 10.1
CCCN(CCC)C(=O)CSc1nc2n[nH]c(C)c2c(=N)n1-c1ccc(OCC)cc1 | 2.2 | . | 8.1 | 0.1 | . | -1.1 | 3.9 | .
O=C1CCCN1CCCNc1ccc2nnc(CCC(=O)N3CCN(c4ccc(F)cc4)CC3)n2n1 | 0.6 | -0.3 | 13.7 | -6.7 | . | 1.3 | -3.9 | -5.0
CCOc1ccccc1C(=O)NCC(=O)Nc1ccc(-c2ccccc2)cc1 | 1.6 | 3.9 | 0.0 | 6.4 | . | 0.4 | -1.9 | 0.7

Two compounds drawn at random from the list so far, as already listed:
SMILES | Cneo AK release | ERAP1 HTS inh | RAD54 branch | PGC1a acetyl inh | E-selectin induc | PglD DTNB | miR-122 sensor | RAD52 inh
CCOc1cccc(C(=O)Nc2ccc(N3CCN(S(C)(=O)=O)CC3)cc2)c1 | -0.1 | . | 5.5 | -0.3 | . | -1.2 | -6.8 | .
COc1ccc(C#Cc2ccc([C@H]3[C@H]4CN(C(=O)Nc5cccc(F)c5)CCCCN4[C@H]3CO)cc2)cc1 | -1.1 | . | 2.7 | -5.2 | -0.6 | 11.5 | -1.0[16.7 µM] | .

(cont.)
SMILES | Cneo AK release | ERAP1 HTS inh | RAD54 branch | PGC1a acetyl inh | E-selectin induc | PglD DTNB | miR-122 sensor | RAD52 inh
CC(=O)c1cccc(NC(=O)c2ccc(NC(=O)CC3SC(N4CCCCC4)=NC3=O)cc2)c1 (stereo not given) | 6.2 | -8.2 | 2.1 | . | -0.1 | 1.5 | 5.9 | -27.8
NC(=O)c1c(NC(=O)COC(=O)CSc2nnc(-c3ccc(Cl)cc3)o2)sc2c1CCC2 | -1.4 | . | -8.0 | -7.0 | . | 0.5 | 8.3 | .
N[C@H]1CC[C@H](CCn2cc(C3CCCCC3)nn2)O[C@@H]1CO | 0.0 | -4.2 | -4.0 | 5.1 | -0.2 | 4.2 | . | -4.2
CNC(=O)C[C@H]1CC[C@@H]2[C@@H](COc3ccc(NC(=O)c4ccccc4F)cc3C(=O)N2C)O1 | 43.3 | . | 4.5 | -1.3 | -0.1 | 0.6 | -6.7[16.7 µM] | .
CCCCN(CCCC)S(=O)(=O)c1ccc(C(=O)Nc2nnc(COC)o2)cc1 | -1.1 | . | 2.7 | -7.7 | . | -2.3 | -1.1 | .
O=C(CCN=C1NS(=O)(=O)c2ccccc21)OCc1nnc(-c2ccccc2)o1 | -2.4 | -3.0 | -2.2 | -4.2 | . | 4.9 | . | 0.5
CCOC(=O)/C(=C/C=C1\Sc2ccccc2N1CC)C(C)=O | -1.0 | . | -231.4 | 11.4 | . | -1.9 | -21.5 | .
C#CCOc1ccc2c3c(c(=O)oc2c1)CCCC3 | -1.5 | 1.8 | -3.7 | -34.2 | . | 0.3 | 3.0 | -9.3
Cc1c(NC(=O)c2ccc(S(=O)(=O)N(C)C)cc2)cccc1-n1cnnn1 | 6.9 | 0.7 | -13.2 | 0.3 | -0.5 | -2.3 | . | -9.3
COc1ccccc1-c1cc(C(=O)NCc2ccc(F)cc2)no1 | 0.5 | 1.8 | -2.9 | 7.7 | . | -2.5 | -0.3 | -23.0
COC(=O)CNC(=O)C12CC3(C)CC(C)(CC(C)(C3)C1)C2 | 0.4 | . | -9.6 | -1.7 | . | 0.6 | 0.6 | .
CC(=O)Nc1ccc2c(c1)CCCN2C(=O)c1ccccc1 | 2.4 | . | 2.2 | -3.5 | . | 5.8 | -1.2 | .
Cc1cccc(CCNS(=O)(=O)c2cnc[nH]2)c1 | 1.5 | 7.9 | 3.1 | -3.3 | . | -0.7 | -3.8 | -12.3
CC(C)c1onc(C(=O)N2CCN(c3ccc(F)cc3)CC2)c1[N+](=O)[O-] | -0.1 | . | 2.0 | -4.2 | . | 1.7 | -3.0 | .
CO[C@H]1CN(C)C(=O)c2ccc(NS(=O)(=O)c3ccccc3Cl)cc2OC[C@@H](C)NC[C@@H]1C | -8.8 | 0.6 | -5.8 | -4.5 | -0.2 | -0.4 | -0.3[16.7 µM] | -0.6
C[C@H](CO)N1C[C@H](C)[C@@H](CN(C)CC2CCCCC2)OCCCC[C@H](C)Oc2ccc(NS(=O)(=O)c3ccc(F)cc3)cc2C1=O | 4.5 | 1.1 | -27.4 | -7.4 | 0.1 | -1.0 | -12.1[16.7 µM] | 37.7
CC(C)(C)c1ccc(S(=O)(=O)N(CCCN2CCOCC2)Cc2cccs2)cc1 | -0.9&5.3 | 2.4 | -4.6&-11.0 | -33.1&-14.9 | 0.2 | 0.7&-2.3 | 14.2&0.4 | 0.8
CC1(C(=O)OCC(=O)NC(=O)c2ccccc2)CC1(Cl)Cl (stereo not given) | . | -5.2 | . | 1.8 | -0.7 | . | -2.6 | 6.4
COc1cccc(C2c3[nH]c4ccccc4c3CCN2Cc2cnc(C)s2)c1OC (stereo not given) | -1.9 | 4.0 | -3.5 | -69.6 | . | 1.5 | 8.1 | -33.5
CCOC(=O)c1ccccc1NC(=O)CSc1nc2ccccc2n1CC(=O)N1CCCC1 | 2.0 | . | 4.9 | 1.4 | . | 0.2 | 2.3 | .
CCCNC(=O)c1cc2c(c(-c3cccc(-c4ccncc4)c3)n1)[C@H](CCO)N(S(=O)(=O)CC)C2 | . | -1.1 | . | -3.1 | 0.2 | . | . | -0.1
Cc1cc(C)cc(Nc2nc3ccc(C)cc3n3cnnc23)c1 | 1.3 | 0.9 | -12.1 | . | -0.1 | -6.2 | . | -9.3
Cc1ccc2c(c1)OC(c1ccc3c(c1)OCCO3)CC2=O (stereo not given) | -0.7 | -1.8 | 6.8 | -3.0 | . | -9.2 | . | -12.4
C[C@@H]1CN([C@H](C)CO)C(=O)Cc2cc(NC(=O)Nc3ccccc3)ccc2O[C@@H]1CN(C)S(C)(=O)=O | -3.4 | 1.3 | -6.6 | 1.5 | -15.2 | -3.6 | -3.9[16.7 µM] | 5.7
CCC1=NN(C(=O)c2ccc(Br)cc2)C(O)(c2ccccc2)C1 (stereo not given) | . | -1.4 | . | . | -1.0 | . | 2.5 | -11.1
Cc1nc2ccc(NC(=O)c3c(-c4ccccc4)noc3C)cc2s1 | 0.9 | . | -3.0 | -10.1 | . | 1.4 | 1.5 | .
C[C@@H]1CN([C@@H](C)CO)C(=O)Cc2cc(NC(=O)C3CC3)ccc2O[C@H]1CN(C)C(=O)Nc1ccc(F)cc1 | 1.1 | 2.1 | 3.9 | -2.6 | -0.5 | -3.5 | -6.3[16.7 µM] | 8.0
COCCNC(=O)C[C@H]1C[C@@H]2c3cc(NC(=O)Nc4ccccc4)ccc3O[C@@H]2[C@H](CO)O1 | -57.9 | -2.1 | 1.5 | 2.1 | 0.2 | -2.1 | -4.3[16.7 µM] | -2.4
COc1ccc(C2(CNC(=O)c3cccc([N+](=O)[O-])c3)CCCCC2)cc1OC | -2.3 | 0.4 | 3.5 | . | -1.0 | 1.0 | 4.0 | -2.8
N#CC1=C(N)Oc2cc3ccccc3cc2C1c1cccnc1 (stereo not given) | 1.8 | . | -0.3 | 0.1 | . | -5.1 | 28.8 | .
Cc1nc2sc(C(c3cccs3)N3CCN(C(=O)c4ccco4)CC3)c(O)n2n1 (stereo not given) | 1.5 | 8.6 | 1.3 | . | 1.8 | 7.0 | . | -4.1
COc1ccc2c(C(F)(F)F)cc(=O)oc2c1C | -1.1 | . | -7.0 | -2.0 | . | -2.1 | -0.2 | .
COC(=O)CSc1nc(C2CC2)nc2ccccc12 | 0.0 | -2.5 | -10.3 | 10.3 | . | -1.0 | -6.4 | -6.9
O=C(c1ccc2c(c1)C(=O)N(Cc1ccco1)C2O)N1CCOCC1 (stereo not given) | 0.1 | . | -6.5 | 9.5 | . | 5.2 | -2.0 | -20.8
COc1cccc(CNC(=O)CCCC(=O)Nc2cccc([N+](=O)[O-])c2)c1 | -1.7 | 3.7 | -5.9 | -9.7 | . | 0.1 | -4.3 | -12.2
CCN(C1CCCCC1)S(=O)(=O)c1cc(C)ccc1OC | -2.1 | . | -3.3 | -9.0 | . | -2.6 | 38.5 | .
C/C(N)=C(/C#N)C(=O)COC(=O)c1ccccc1C(=O)c1ccc(C)cc1 | . | -3.9 | . | -6.5 | 3.9 | . | . | -31.1
C=C(C)Cn1c(SCC(=O)O)nnc1-c1ccc(OC)cc1 | -0.4 | . | 10.2 | 6.0 | . | 11.2 | 6.8 | .
Cc1cccc(C)c1Nc1ncnc2ccccc12 | 0.3 | -2.0 | -10.3 | -0.8 | -0.1 | -1.9 | 8.7 | -5.9
CC(=O)c1c(-c2ccccc2)c2cc([N+](=O)[O-])ccc2[nH]c1=O | -0.9 | -3.6 | 15.3 | . | 0.0 | -5.6 | . | -10.0
C[C@@H]1CCCCO[C@H](CN(C)CC2CCCCC2)[C@@H](C)CN([C@H](C)CO)C(=O)c2cc(NC(=O)Nc3ccc4c(c3)OCO4)ccc2O1 | 0.5 | -2.6 | 2.4 | 13.3 | -0.1 | 2.2 | 5.8[16.7 µM] | 17.9
O=C(c1ccccc1F)N1CC[C@@H]2[C@H]1c1cc(Br)ccc1N[C@@H]2CO | 69.0 | -1.0 | -5.7 | -7.4 | 0.4 | -4.8 | 37.4[16.7 µM] | -18.3
O=C(Nc1ccccc1C(F)(F)F)c1ccc(CN2CCC(Cc3ccccc3)CC2)cc1 | 0.7 | . | 6.9 | -11.0 | . | -2.9 | -3.8 | .
COc1ccc(-n2nc([N+](=O)[O-])c(=NCc3ccco3)n2O)cc1 | . | -8.6 | . | -5.5 | 3.6 | . | -27.6 | -12.9

Just RAD54 branch and RAD52 inh (two entries from above):
SMILES | RAD54 branch | RAD52 inh
O=C(Nc1ccc(Oc2ccccc2)nc1)C1CCN(Cc2ccco2)CC1 | -4.7 | -12.4
C/C(N)=C(/C#N)C(=O)COC(=O)c1ccccc1C(=O)c1ccc(C)cc1 | . | -31.1

Compound activity: PubChem BioAssay, Broad Institute
